Assay outcomes (PubChem BioAssay)
JMJD2A Tudor inh: JMJD2A Tudor domain (human) inhibition | AlphaScreen JMJD2A-Tudor / H3K4me3 peptide binding | O75164 | Potency, µM (doses to about 114 µM), inactives show at the top dose activity change, negative = inhibition, hits mostly inhibitors | AID 504339 | 390,000 compounds, 4.4% hits; note: potency is the fitted concentration of half-maximal effect; % is set by controls: 0 for no effect and ±100 for the full control effect; nearly all actives have a fitted effect of over 50% in size
BAZ2B inh: BAZ2B (human) inhibition; Q9UIF8; 360,000 compounds, 4.4% hits; Potency, µM (doses to about 114 µM), inactives show top-dose activity change, negative = inhibition, hits mostly inhibitors; AlphaScreen BAZ2B-H3K14Ac peptide displacement; note: potency is the fitted concentration of half-maximal effect; % is set by controls: 0 for no effect and ±100 for the full control effect; nearly all actives have a fitted effect of over 60% in size
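In this displacement format the biotinylated H3(5-23) peptide acetylated at Lys14 serves as ligand at 50 nM, with BAZ2B at 50 nM in PBS pH 7.4 containing 0.01% Tween-20. Donor and acceptor beads are 10 ug/mL final.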
G9a inh: blocks human histone lysine methyltransferase G9a. Q96KQ7. G9a H3K9 monomethylation, AlphaScreen, 2 h. 350,000 compounds, 8.8% hits. Potency, µM (highest dose often 102 µM), for inactives: at the top dose activity, negative = inhibition, hits mostly inhibitors; note: potency is the fitted concentration of half-maximal effect; % is set by controls: 0 for no effect and ±100 for the full control effect; nearly all actives have a fitted effect of over 75% in size
Target sequence (Q96KQ7 913-1193 limits assumed): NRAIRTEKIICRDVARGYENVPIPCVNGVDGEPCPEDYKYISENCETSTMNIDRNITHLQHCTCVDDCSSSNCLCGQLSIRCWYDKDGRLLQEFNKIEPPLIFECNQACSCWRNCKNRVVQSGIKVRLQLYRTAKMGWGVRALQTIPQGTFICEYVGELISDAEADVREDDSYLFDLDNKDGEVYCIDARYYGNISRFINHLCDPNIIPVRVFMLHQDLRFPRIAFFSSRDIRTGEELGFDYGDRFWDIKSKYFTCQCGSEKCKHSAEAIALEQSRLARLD
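Enzyme 20 nM + cpd, 15 min RT; add b-H3K9 pep 500 nM / SAM 20 uM; 2 h RT; anti-H3K9me1 Ab 0.5 ug/mL + SA donor / anti-rabbit acceptor beads 20 ug/mL each, 10 min; AlphaScreen read.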
GLS inhibitor: inhibitors of human glutaminase (GLS) | GLS enzymatic activity, qHTS titration | 410,000 compounds, 0.21% hits | O94925 | Potency, µM (series often up to 45.5 µM), for inactives: at the highest dose activity change, negative = inhibition, usual class: inhibitors; note: potency is the fitted concentration of half-maximal effect; % is set by controls: 0 for no effect and ±100 for the full control effect
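Enzyme dispensed in phosphate buffer (45 mM, pH 8.2, 0.02% Tween-20), compounds pinned in, then 1 mM L-glutamine solution and the glutamate oxidase–HRP–Amplex Red mix added; fluorescence read immediately and again after 30 min at room temperature.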
ERG-DNA inh: ERG Ets/DNA interaction inhibition; 370,000 compounds, 0.028% hits; AID 624246; fluorescence polarization, His-ERG Ets domain / labelled DNA; P11308; Potency, µM (series often up to 76.9 µM), for the others: at the highest dose FP activity, negative = inhibition, actives largely listed as inhibitors; active = well fitted inhibition curve with a large enough effect in the polarisation, with a control signal flat; inconclusive = small, poorly fitted or top-dose-only effect, or effect the other way, or a change in a side signal; inactive = no such curve, though single readings can be large or run the other way; the % refers to the polarisation;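 note: polarization taken with two DNA probes labelled with fluorescein and Texas red; potency is the fitted concentration of half-maximal effect; % of control where 0% means no effect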
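His-tagged ERG Ets domain (1 uM in the protein solution; 300mM KCl, 50mM Tris-HCl, 1mM EDTA, 1mM DTT, pH 7.5) received compound, then a probe mix of 5 nM fluorescein-DNA and 100nM Texas-615-DNA. Fluorescence polarization was read for both dyes.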
RGS4 inh: human RGS4 inhibition; P49798; Transcreener GDP fluorescence polarization, RGS4-accelerated GTP hydrolysis; Potency, µM (series often up to 114 µM), inactives show at the highest dose activity change, negative = inhibition, most hits filed as inhibitors; 390,000 compounds, 0.039% hits; AID 504845; note: potency is the fitted concentration of half-maximal effect; % is set by controls: 0 for no effect and ±100 for the full control effect; nearly all actives have a fitted effect of over 75% in size; some results filed as inactive show a strong effect at the top dose
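MLSMR compounds (23 nl, pin-transferred) preincubated 10 min at room temperature with a 500nM (2x) first reagent, then RGS4 at 900nM (2x) plus Transcreener GDP mix added; fluorescence polarization (620/688 nm) read before and after 90 min at 30 °C.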
HP1b binding inh: blocks HP1-beta chromodomain binding to methylated histone tails. P83916. AlphaScreen HP1-beta / biotin-H3K9me3 peptide binding. Potency, µM (doses to about 114 µM), for the others: at the highest dose activity change, negative = inhibition, usual class: inhibitors. 390,000 compounds, 0.56% hits. AID 540317; note: potency is the fitted concentration of half-maximal effect; nearly all actives have a fitted effect of over 70% in size; inactives centre near 23
Target sequence (P83916 whole entry, looked up): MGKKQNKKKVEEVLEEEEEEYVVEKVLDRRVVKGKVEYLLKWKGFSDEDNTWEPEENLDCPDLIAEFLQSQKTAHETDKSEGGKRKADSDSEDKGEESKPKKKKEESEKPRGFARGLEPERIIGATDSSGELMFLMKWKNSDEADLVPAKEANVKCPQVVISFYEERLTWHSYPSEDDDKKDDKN
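Compound inhibition of the preformed complex between 50 nM HP1-beta and 50 nM biotinylated H3K9me3 peptide was read by AlphaScreen. Buffer was PBS pH 7.4 with 0.01% Tween-20. Incubations ran 30 min at room temperature, with 10 ug/mL donor/acceptor beads.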
PI4K2A block: inhibitors of human PI4K2A | activity change, negative = inhibition, % at 76.9 µM | 420,000 compounds, 0.13% hits | purified PI4K2A, ADP-Glo luminescence, 1 h; active compounds read low; in the data active = activity change below about -50%; inconclusive = mostly about -30% to -49%;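 note: -100% = wells without enzyme as full effect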
Target sequence (Q9BTU6 whole entry, looked up): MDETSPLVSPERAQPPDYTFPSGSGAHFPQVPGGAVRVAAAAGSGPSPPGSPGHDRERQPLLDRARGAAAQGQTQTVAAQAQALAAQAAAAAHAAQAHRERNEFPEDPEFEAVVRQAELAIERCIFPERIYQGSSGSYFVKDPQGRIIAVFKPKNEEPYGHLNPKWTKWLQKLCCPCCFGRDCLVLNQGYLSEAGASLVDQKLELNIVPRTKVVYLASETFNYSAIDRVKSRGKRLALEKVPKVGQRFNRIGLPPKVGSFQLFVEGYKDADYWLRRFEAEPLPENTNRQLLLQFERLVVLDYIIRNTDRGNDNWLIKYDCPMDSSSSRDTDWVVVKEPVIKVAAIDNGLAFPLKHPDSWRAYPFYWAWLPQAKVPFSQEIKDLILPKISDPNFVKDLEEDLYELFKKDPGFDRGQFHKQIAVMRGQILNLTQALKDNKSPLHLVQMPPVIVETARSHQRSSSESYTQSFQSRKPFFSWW
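Compounds are screened against recombinant PI4K2A using PI as substrate and ATP, the latter dispensed at 300 microM. Reactions run one hour at ambient temperature before ADP-Glo detection; full inhibition defined by wells lacking enzyme.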
ALOX12 inh: inhibitors of human 12S-lipoxygenase ALOX12 | P18054 | purified 12hLO, xylenol orange hydroperoxide absorbance | Potency, µM (doses to about 108 µM), inactives show top-dose activity change, negative = inhibition, usual class: inhibitors | 580,000 compounds, 1.1% hits; note: potency is the fitted concentration of half-maximal effect; % is set by controls: 0 for no effect and ±100 for the full control effect
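Purified human 12hLO (150 nM final) in 25 mM Hepes, 0.01% Triton X-100, pH 7.0 was preincubated 15 min at room temperature with compound. Then 40 uM arachidonic acid was added, 30 min. Hydroperoxide was read by Fe-XO absorbance ratio 573/405 nm.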
* marks the source's active call; other numbers are inactive results; ? = inconclusive; / = not tested or not shown; [ ] = dose if it differs, or a comment. Unless noted, calls come from the whole dose curve; as a rule, active = well fitted curve in the direction sought with a large enough effect; inconclusive = small, poorly fitted or top-dose-only effect, or another doubt; inactive = no such curve, though single readings can be large; an effect the other way counts as inactive or inconclusive. These rows are one share of the data (hit frequency here may not be typical).

SMILES	JMJD2A Tudor inh	BAZ2B inh	G9a inh	GLS inhibitor	ERG-DNA inh	RGS4 inh	HP1b binding inh	PI4K2A block	ALOX12 inh
CCc1ccc(N(C(=O)c2ccco2)C(C(=O)NC2CCCC2)c2cccnc2)cc1 (configuration not stated)	-20%	-17%	9%	1%	2%	25%	-8%	-4	3%
Cc1nn(-c2ccccc2)c(C)c1C(=O)OCC(O)=C(C#N)c1nc2ccccc2[nH]1	-28%	/	/	-10%	5%	-14%	3%	-13	1%
N#C/C(=N\Nc1ccccc1)C(=N)N1CCCCC1	-23%	?	-7%	14%	-9%	32%	-8%	-8	?
O=Nc1c(O)[nH]c2c(F)cccc12	16%	-6%	8%	21%	-2%	5%	25%	-2	-12%
Cc1ccc(NC(=O)Cn2cccc2C2=NC(c3ccccc3)CO2)cc1C (configuration not stated)	-7%	-1%	23%	-2%	0%	-16%	14%	-5	6%
Cc1ccc(C(C)C)cc1OCCN1CCCC1	79µM*	?	?	2%	-15%	7%	?	0	?
CCOC(=O)CN1C(=O)N[C@@H](c2ccco2)C(C(=O)OC)=C1C	-17%	/	/	6%	-2%	5%	31%	-2	-3%
COc1ccc(/C=C2\SC(=S)NC2=O)cc1OS(=O)(=O)c1ccc(NC(C)=O)cc1	-35%	-38%	?	1%	39%[activator]	?	-14%	-5	?
COC(=O)c1cn[nH]c1N	1%	5%	28%[59 µM]	-1%	-10%	22%	42%	-10	19%
Cc1cnc(C(=O)Nc2ccc(N3CCN(C(=O)OC(C)(C)C)CC3)cc2)cn1	-15%	-1%	-26%[12.7 µM]	13%	-2%	1%	28%	3	0%
CCN(CC)S(=O)(=O)c1ccc(C)c(NC(=S)Nc2cccc(S(=O)(=O)N3CCCCCC3)c2)c1	?	-38%	?	9%	-1%	-24%	-30%	3	?
COc1ccc(CCNC(=O)C2CCN(Cc3nc(-c4ccccc4C)oc3C)CC2)cc1OC	-4%	2%	?	6%	-5%	-29%	17%	8	0%
Cc1nc(-c2cccc(NC(=O)c3cc4cc(Br)ccc4oc3=O)c2)cs1	-9%	-20%	24%[12.7 µM]	18%	-1%	6%	12%	-2	87%[activator]
O=C(O)C(=O)/C(=C\c1ccc(Cl)cc1)c1ccc2ccccc2n1	22µM*	?	8%	-10%	-2%	-22%	38%	-3	?
Cc1ccc(OCC(=O)Nc2ccc(C)c(F)c2)c([N+](=O)[O-])n1	-24%	6%	?	-4%	1%	12%	-17%	0	-3%
CC(Sc1nnc(-c2cccnc2)o1)C(=O)NC1CCCCC1 (configuration not stated)	-3%	-6%	-1%[12.7 µM]	0%	-2%	-1%	37%	-2	378%[activator]
COc1ccc(NC(=O)Nc2ccc(OC)c(OC)c2)c([N+](=O)[O-])c1	-7%	10%	10%	3%	3%	19%	29%	1	1%
Cc1cc2c(cc1[N+](=O)[O-])NC(CNC(C)C)CC2 (configuration not stated)	-25%	-19%	-10%[12.7 µM]	6%	0%	5%	9%	4	59%
Cc1cc(=O)[nH]c(NN=Cc2cc(Br)ccc2O)n1	79µM*	/	/	5%	7%	-9%	17%	1	?
CCOc1nc(NC2CCCC2)nc(N2CCC(C)CC2)n1	5%	-28%	18%	1%	12%	?	19%	-1	-2%
COc1cc(Cl)cc(/C=N/NC(N)=O)c1O	-22%[57.1 µM]	-4%	?	-10%	3%	19%	15%	-2	14%
COC(=O)Cn1cc(/C=N/NC(=O)c2ccc(C#N)cc2F)c2ccccc21	-15%	-15%	/	1%	-4%	15%	12%	1	13%
COc1ccc(NC(=S)NCCCN2CCOCC2)cc1	1%	2%	7%	22%	-7%	-2%	23%	1	?
CC(C)NC(=O)C12CC3CC(C1)CC(C(=O)NC(C)C)(C3)C2	0%	-9%	-11%	-4%	1%	19%	26%	-1	0%
COc1ccc(N2C(=S)N(C(=O)c3ccccc3)C(=Nc3ccccc3)C2=Nc2ccccc2)cc1	?	/	/	-21%	5%	?	-53%	-22	6%
Cc1c(NC(=O)C2CCCN2S(=O)(=O)c2ccc(Cl)cc2)c(=O)n(-c2ccccc2)n1C (configuration not stated)	-13%	8%	15%[59 µM]	9%	/	8%	-3%	-1	2%
CCCOc1ccc(NC(=O)CC2C(=O)N(c3ccc(F)cc3)C(=O)N2CC(C)C)cc1 (configuration not stated)	-12%	-6%	-1%[59 µM]	-11%	-1%	10%	2%	-2	-14%
C=CCN1C(=O)C(O)(CC(=O)c2ccc(Cl)cc2)c2ccccc21 (configuration not stated)	?	?	45µM*	2%	7%	-50%	-30%	6	/
COc1cccc(C(=O)COC(=O)CCCC(=O)NC2CCCCC2)c1	-4%	-2%	20%	6%	-5%	9%	27%	7	307%[activator]
O=C(c1nc[nH]c1C(=O)N1CCc2ccccc2C1)N1CCc2ccccc2C1	-1%	4%	20%[2.33 µM]	11%	-1%	-27%	52%[activator]	-2	-4%
COc1ccc(Cl)cc1N(CC(=O)N/N=C/c1ccc(OCC(N)=O)cc1)S(C)(=O)=O	-8%	-18%	/	7%	-2%	11%	-15%	0	1%
Cc1ccc(NC(=O)c2ccc(NC(=O)CCS(=O)(=O)c3cccs3)cc2)cc1F	?	1%	5%[59 µM]	2%	4%	2%	15%	0	-3%
Cc1ccc(NC(=O)C(NS(=O)(=O)c2cccc3nsnc23)C(C)C)nc1 (configuration not stated)	-4%	-5%	26%	-7%	-2%	6%	38%	-5	-12%
CCOc1ccc(CN2CCNC(=O)C2CC(=O)N(C)Cc2nonc2C)cc1 (configuration not stated)	-6%	-33%	50µM*	-5%	0%	?	53%	-5	0%
CN(C)S(=O)(=O)c1cccc(NC(=O)COC(=O)CCSc2ccc(Cl)cc2)c1	-15%	-5%	24%[59 µM]	-1%	-8%	0%	2%	0	-8%
COc1ccc(-n2cc(CNCCN3CCOC3=O)c(-c3ccccc3Cl)n2)cc1	-22%	-6%	2%	6%	-2%	-29%[56.9 µM]	56%[activator]	-3	-8%
COc1ccc(C2=Nn3c(C)nnc3SC2)cc1	65%[activator]	?	45µM*	-1%	8%	1%	99%[activator]	-5	?
NS(=O)(=O)c1ccc(-c2ccc(C=O)o2)cc1	-8%[11.4 µM]	-3%	-42%	-4%	-3%	-34%	51%[activator]	-2	-5%
CCS(=O)(=O)c1ccc(O)c(NC(=O)Nc2cccc3ccccc23)c1	-31%	-33%	?	27%	2%	-17%	9%	7	-4%
O=C(CCCSc1ccc(Cl)cc1)Nc1cc(S(=O)(=O)N2CCOCC2)ccc1O	56µM*	?	?	17%	-17%	-83%	?	0	?
O=C(NCC(F)(F)F)Nc1ncccn1	7%	6%	-3%	-9%	-1%	17%	38%[activator]	6	-12%
COc1ccc(S(=O)(=O)N2CCOC23CCN(S(=O)(=O)c2ccccc2)CC3)cc1	-8%	-26%	-35%	-6%	1%	-26%	57%[activator]	-2	-28%
O=C(Nc1cccnc1)c1ccc2nc(-c3ccccc3)c(-c3ccccc3)nc2c1	?	?	?	0%	6%	10%	0%	-2	-1%
CC(=O)c1cc2c(cc1N/C(=N/S(=O)(=O)c1ccc(C)cc1)c1ccc(F)cc1)OCO2	-17%	-8%	-2%[59 µM]	-3%	7%	4%	12%	0	?
CCCCCOc1ccccc1C(=O)NCC(=O)O	-14%[57.1 µM]	11%	/	-4%	11%	7%[11.4 µM]	13%	9	0%
COc1cc(NC(=O)CSc2nc(C)c(C)c(C)n2)cc(OC)c1	-11%	-13%	-50%	2%	-2%	14%	60%[activator]	3	-1%
COc1ccc(NC(=O)/C=C/c2ccccc2)cn1	-5%	6%	13%[59 µM]	-17%	-11%	6%	33%	-4	?
C=CCOC(=O)C1=C[C@@H](c2csc3ccccc23)[C@H](CCCO)[C@@H](OCC)O1	-27%	/	/	10%	-3%	-28%	2%	4	-10%
CC1CCN(S(=O)(=O)c2ccc3c(ccn3CCC(=O)NC(C)C)c2)CC1	-1%	-2%	4%	7%	-3%	-15%	19%[57 µM]	-4	13%
Cc1ccc(C(=O)NCC(=O)OC(C)C(=O)Nc2ccc(N(C)C)cc2)s1 (configuration not stated)	-34%	-38%	40µM*	34%[activator]	7%	-28%	16%	0	30%[activator]
COc1ccc(NCc2cc3cc4c(cc3n(CC(=O)Nc3cc(C)ccc3C)c2=O)OCCO4)cc1	-8%	-17%	-25%[59 µM]	-4%	-1%	3%	33%	-5	-19%
COC/C=C/C1=CC2=CC(=O)C(C)(OC(=O)c3cnc4ccccc4n3)C(=O)C2=CN1CC1CC1 (configuration not stated)	?	/	/	-7%	-7%	-48%	-20%	-14	/
